# Screens as filed in PubChem BioAssay.
# TEAD-YAP block = TEAD-YAP interaction inhibition; HEK-TIYL cells, TEAD-Gal4/YAP UAS-luciferase luminescence; inhibition, % at 9.12 µM; 640,000 compounds, 1.4% hits; AID 1259422; in the data active means inhibition above about 32%;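 further: 0% = median of test compound wells and 100% = reference inhibitor wells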
# GPR151 activ = activators of human GPR151. PathHunter beta-arrestin GPR151 cells, luminescence. activation, % at 11.2 µM. 650,000 compounds, 1% hits. AID 1508602; in the data active means activation above about 4.9%;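 further: 0% = median of compound wells and 100% = cells with positive control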
# MITF primary = human MITF inhibition, primary screen | 650,000 compounds, 0.91% hits | inhibition, % at 2.6 µM | O75030 | AID 1259374 | AlphaScreen MITF homodimerization, bead proximity signal; in the data active means inhibition above about 50%;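 further: 0% = vehicle wells with protein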
# FBW7 act = human FBW7 E3 ligase activation, primary screen | normalized activity (activation), % at 26.1 µM | 650,000 compounds, 0.13% hits | AlphaScreen FBW7–phospho-cyclin E peptide binding, activator screen | Q969H0; in the data active means normalized activity above about 1.9%;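 further: purified mutant Fbw7 with reduced substrate affinity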
# Target sequence (Q969H0 whole entry, looked up): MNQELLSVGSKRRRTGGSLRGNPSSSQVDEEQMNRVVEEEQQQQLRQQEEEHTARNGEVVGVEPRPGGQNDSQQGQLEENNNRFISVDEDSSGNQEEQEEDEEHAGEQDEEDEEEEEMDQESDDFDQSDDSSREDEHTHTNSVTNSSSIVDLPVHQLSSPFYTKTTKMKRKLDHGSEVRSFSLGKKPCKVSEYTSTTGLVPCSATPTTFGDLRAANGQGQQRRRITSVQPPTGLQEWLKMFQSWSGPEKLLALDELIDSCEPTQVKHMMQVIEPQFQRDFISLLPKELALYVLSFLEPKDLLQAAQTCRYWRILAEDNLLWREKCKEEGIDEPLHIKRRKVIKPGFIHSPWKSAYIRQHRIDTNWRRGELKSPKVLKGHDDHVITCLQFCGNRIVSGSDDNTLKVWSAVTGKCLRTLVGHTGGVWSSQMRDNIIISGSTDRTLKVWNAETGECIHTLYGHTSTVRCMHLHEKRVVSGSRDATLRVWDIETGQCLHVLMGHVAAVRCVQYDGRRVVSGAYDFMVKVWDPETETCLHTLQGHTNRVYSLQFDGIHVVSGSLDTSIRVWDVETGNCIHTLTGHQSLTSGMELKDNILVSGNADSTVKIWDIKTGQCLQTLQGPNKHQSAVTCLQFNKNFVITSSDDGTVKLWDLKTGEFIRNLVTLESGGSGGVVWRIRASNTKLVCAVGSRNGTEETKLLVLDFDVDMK
# * hit, by the source's call. Random draw from the library; overall some 3.4% were active at least once.
SMILES,TEAD-YAP block,GPR151 activ,MITF primary,FBW7 act
CC1CN(C(=O)c2cc(Br)ccc2Cl)CC(C)O1 (centres undefined),6.6,0.1,7.0,0.9
O=C(Nc1ccc(Cl)cn1)c1cnn2cccnc12,-57.5,-1.6,-3.7,0.0
O=C(CSC1=NC(=O)C(Cc2ccccc2)C(=O)N1)c1ccc(Br)cc1 (centres undefined),11.0,2.2,13.7,-0.2
O=C(Nc1nc2c(cc3c4c(cccc42)CC3)s1)c1ccc(S(=O)(=O)N2CCCCCC2)cc1,-5.1,1.0,15.3,1.0
C1=C(CCNc2ncnc3nc[nH]c23)CCCC1,-9.2,-0.8,-16.4,0.1
CCc1cccc(NC(=O)c2ccc(NC(C)=O)cc2)c1,-6.6,-0.1,6.5,-0.1
COCCn1c(SCC(=O)Nc2ccccc2OC)nc2c(c1=O)SC(C)C2 (centres undefined),4.5,-0.3,20.9,0.5
Cc1ccc(CN2CCN3C(=O)[C@H](C(C)C)NC(=O)[C@H]3C2)c(C)c1,-1.5,0.8,17.4,-0.1
CC(=O)NS(=O)(=O)c1ccc(NC(=O)c2cccc(Br)c2)cc1,2.8,-1.3,7.0,0.0
Cn1cc(C(=O)O)c(=O)c2cc(S(=O)(=O)N3CCCCC3)ccc21,2.5,0.4,19.6,-0.2
CC1=C/C(=C\c2c(O)n(-c3cccc(C)c3)c(=O)[nH]c2=O)C(C)=N1,2.3,1.1,-7.7,-0.2
COc1ccc(C(=O)Nc2ccc(-c3ccc(NC(=O)c4ccc(OC)cc4OC)c(OC)c3)cc2OC)c(OC)c1,7.6,-0.1,-0.7,0.0
Clc1cccc(N2CCN(c3ncnc4nc[nH]c34)CC2)c1,2.8,-1.1,5.9,0.0
O=C(NCCCl)Nc1nnc(-c2ccccc2)o1,-43.0,0.6,7.0,0.0
CCNc1nc(NCC)n2c(SCC(=O)c3c[nH]c4ccccc34)nnc2n1,5.7,-1.9,5.5,0.0
CC12CC(NC(=O)N1CCc1ccccc1)c1ccccc1O2 (centres undefined),20.4,-0.2,-11.6,-0.1
O=C(Cc1cccs1)Nc1cccc(C(=O)NCc2ccccc2)c1,4.0,2.8,2.3,-0.1
CCNc1oc(-c2ccccc2F)nc1S(=O)(=O)c1ccccc1,2.5,1.3,1.4,-0.1
O=C1N[C@H](C(=O)N2CCC3(CC2)CC3C(=O)N2CCN(Cc3ccccc3)CC2)CS1 (some centres undefined),-10.7,-0.7,-5.6,-0.1
O=Cc1nc(-c2ccc(Cl)cc2)n2ccccc12,7.3,-2.0,0.1,-0.1
CCOC(=O)CSc1nnc(NC(=O)c2cccc(C)c2)s1,0.2,-2.7,2.3,0.0
CCN(CC)c1ccn(-c2nc(-c3ccccc3)oc2-c2ccccc2)c(=O)n1,5.8,-0.4,-2.7,-0.1
C/C(=N\n1c(C)cc(C)c(C#N)c1=O)c1ccc(Cl)cc1,0.1,1.1,-20.8,0.1
CC1(C)Oc2ccc(C(=O)N3CCC4(CC3)NC(=O)c3ccccc3O4)cc2NC1=O,-4.7,0.4,0.7,0.2
O=C(CSc1nc(Nc2ccc(F)cc2)c2ccccc2n1)NCc1ccccc1,9.2,1.1,12.8,0.3
Cc1ccc(-c2nc(Cc3ccccc3)no2)cc1,-57.0,-1.2,22.7,0.3
CCOC(=O)c1cc(C)n(CCCN2CCOCC2)c1C,3.0,1.9,-1.0,-0.1
CCN(CC)Cc1c(O)ccc2cc(-c3ccc(OC)cc3)c(=O)oc12,30.3,-0.8,-21.7,0.8
COc1ccc2nc(NC(=O)CCN3C(=O)c4cccc([N+](=O)[O-])c4C3=O)sc2c1,14.5,0.2,3.4,0.2
CC1CN(Cc2nc3scc(-c4cccs4)c3c(=O)[nH]2)CC(C)O1 (centres undefined),-6.4,-1.5,4.1,-0.1
O=c1c2ccccc2nc2c3ccccc3cnn12,-15.3,3.8,-0.7,0.1
CC(/C=N\NC(=O)COc1cccc(Cl)c1)=C\c1ccccc1,0.6,-1.0,7.9,0.0
O=C(NCCN1CCCC(O)C1)c1cc(COc2c(F)cccc2F)on1 (centres undefined),-0.7,-1.2,14.9,0.3
CCOC(=O)c1c(NC(=O)CSc2nnc(CNC(=O)Cc3ccc(OC)cc3)n2-c2ccc(F)cc2)sc2c1CCCC2,-0.8,-0.7,-3.8,0.0
Nc1cn(-c2ccccc2)nc1-c1cccnc1,-31.3,-1.0,5.1,0.0
CCOC(=O)c1c(NC(=O)CSc2nncn2C)sc2c1CCC2,-1.4,-0.7,16.6,0.2
NS(=O)(=O)c1ccc(NC(=O)CCC(=O)N2CCOCC2)cc1,10.9,-1.6,16.8,1.4
O=C(NCC1CCC2(CCN(Cc3ccc(Cl)cc3)CC2)O1)c1cccc(F)c1 (centres undefined),-2.7,-0.2,7.6,0.1
O=C(NC1CCN(C(=O)Nc2cccc(Cl)c2)CC1)C1CCCCC1,-5.8,-0.8,-9.7,-0.1
CCOC(=O)N1CCN(C(=O)c2ccc(SC)cc2OC)CC1,-4.3,0.2,5.1,-0.1
O=C(Nc1ccc([N+](=O)[O-])cc1)c1cc2cc(Br)cc(Br)c2oc1=O,5.0,0.0,13.0,0.1
CCc1n[nH]c(=O)c2cc3ccsc3n12,-5.6,2.2,-1.3,-0.1
O=C(NC1CCCCC1)C(c1ccccc1)N(CC1CCCO1)C(=O)c1csnn1 (centres undefined),-1.3,2.4,-2.3,-0.1
CC(C)n1cnc2c(N)nc(Nc3nc4ccccc4n3C)nc21,-9.3,0.6,11.9,-0.1
COc1ccc(S(=O)(=O)N2CCN(c3cc(OC(C)C)nc(C)n3)CC2)cc1OC,5.7,-0.9,17.7,0.0
Cc1ccc2cc(CN(Cc3ccccc3)C(=O)C3CC3)c3nnnn3c2c1,0.5,-0.1,2.9,-0.1
Cc1ccc(N(CCCCN2C(=O)c3ccccc3C2=O)C(=O)c2cccc(C)c2)cc1,6.5,0.8,1.5,-0.1
CC(C)(C)c1ccc(OCCn2ccccc2=O)cc1,-83.7,-0.7,-11.4,-0.3
CC(=O)Nc1nc(-c2cc3ccccc3oc2=O)cs1,6.7,-0.2,-7.5,-0.1
CC(NC(=S)Nc1ccc(S(N)(=O)=O)cc1)c1ccncc1 (centres undefined),-0.2,-0.1,-1.3,-0.2
CCN(CC)S(=O)(=O)c1cccc(C2=N/C(=C\c3ccc(N(C)C)cc3)C(=O)O2)c1,-9.7,-0.6,12.6,-0.2
CCOc1cc(C(=O)N2c3ccccc3CC2C(N)=O)cc(OCC)c1OCC (centres undefined),6.4,3.4,-8.3,-0.1
O=C(Nc1cccc(Br)c1)c1ccc([N+](=O)[O-])cc1Cl,-34.4,-0.1,-14.1,-0.1
CC(C)(C)c1ccc(C(=O)N2CCN(c3ccc(Nc4ccncc4)nn3)CC2)cc1,-16.4,-2.0,-15.2,-0.3
Cc1ccc(C(C)C)c(OCC#CCN2CCNCC2)c1,-10.3,3.8,77.2*,-0.2
Cc1cc(NC(=O)C2CCN(C(=O)c3cc(-c4ccccc4)nn3C)CC2)no1,11.6,-0.4,10.0,0.2
COc1ccc2oc(=O)c(-c3nnc(Nc4ccc(Oc5ccc(Cl)c6ccccc56)c(Cl)c4)s3)cc2c1,-6.0,-1.6,8.7,0.2
Cc1cc(C)cc(NC(=O)CS(=O)(=O)c2ccccc2)c1,-0.8,1.3,-13.2,-0.1
COC(=O)CN(c1ccc(C)cc1C)S(=O)(=O)c1ccc(C)cc1,-8.9,-0.6,-2.1,-0.3
Cc1ccc(NC(=O)c2n[nH]c(=O)c3ccccc23)cc1Cl,-11.0,0.4,-4.4,0.1

# Compound profiles (already shown). Order of screens: TEAD-YAP block, GPR151 activ, MITF primary, FBW7 act
# `COC(=O)CN(c1ccc(C)cc1C)S(=O)(=O)c1ccc(C)cc1` is entered as -8.9, -0.6, -2.1, -0.3
# `CC(C)(C)c1ccc(C(=O)N2CCN(c3ccc(Nc4ccncc4)nn3)CC2)cc1` is entered as -16.4, -2.0, -15.2, -0.3
# `CC(NC(=S)Nc1ccc(S(N)(=O)=O)cc1)c1ccncc1` (centres undefined) is entered as -0.2, -0.1, -1.3, -0.2
# `Cc1ccc2cc(CN(Cc3ccccc3)C(=O)C3CC3)c3nnnn3c2c1` is entered as 0.5, -0.1, 2.9, -0.1
# `CCN(CC)S(=O)(=O)c1cccc(C2=N/C(=C\c3ccc(N(C)C)cc3)C(=O)O2)c1` is entered as -9.7, -0.6, 12.6, -0.2

# Reprinted at random: five records from the list
SMILES,TEAD-YAP block,GPR151 activ,MITF primary,FBW7 act
Cc1ccc2cc(CN(Cc3ccccc3)C(=O)C3CC3)c3nnnn3c2c1,0.5,-0.1,2.9,-0.1
O=C(Nc1ccc([N+](=O)[O-])cc1)c1cc2cc(Br)cc(Br)c2oc1=O,5.0,0.0,13.0,0.1
O=C(Nc1cccc(Br)c1)c1ccc([N+](=O)[O-])cc1Cl,-34.4,-0.1,-14.1,-0.1
Cc1ccc(C(C)C)c(OCC#CCN2CCNCC2)c1,-10.3,3.8,77.2*,-0.2
Cc1ccc(N(CCCCN2C(=O)c3ccccc3C2=O)C(=O)c2cccc(C)c2)cc1,6.5,0.8,1.5,-0.1

# Next results:
SMILES,TEAD-YAP block,GPR151 activ,MITF primary,FBW7 act
COc1cnn(Cc2ccccc2)c(=O)c1Cl,-2.4,1.1,-0.9,-0.1
COc1ccc(NC(=O)c2ccc(C(C)(C)C)cc2)cc1OC,-20.6,-0.5,16.1,0.0
O=C(CCC(=O)c1cccs1)Nc1ccc(I)cc1,-39.9,0.9,15.2,0.7
Cc1ccc(S(=O)(=O)N2CCC(c3nc(-c4cccc(Cl)c4)no3)CC2)cc1,-14.0,1.0,3.2,-0.2
Cc1cnc(NC(=O)c2ccc([N+](=O)[O-])cc2)s1,-46.5,1.1,11.8,0.1
CC1=CC(=O)C=C(C)C1=NOC(=O)c1ccccc1I,0.4,0.6,-0.2,0.0
NNC(=O)c1ccccc1NS(=O)(=O)c1ccc(Br)cc1,-1.1,0.7,14.2,-0.1
COc1cc(C(=O)OCCN(C2=NS(=O)(=O)c3ccccc32)c2ccccc2Cl)cc(OC)c1OC,11.8,-0.7,6.5,0.1
CC(=O)Nc1ccc(S(=O)(=O)N2CCOCC2)cc1,12.1,0.0,4.0,0.2
O=C(CN1CCN(S(=O)(=O)c2ccc(Br)cc2)CC1)c1ccc2c(c1)OCO2,7.8,0.7,4.0,-0.1
CC1=CC(C)(C)N2C(=O)C(=O)c3cc(OC(=O)c4ccccc4F)cc1c32,45.0*,-0.4,5.1,-0.3
Cc1cc(C2C(C#N)=C(N)N(c3cccnc3)C3=C2C(=O)CC(c2ccccc2)C3)c(C)s1 (centres undefined),10.7,1.0,-3.1,-0.1

# Arranged by number of heavy atoms (highest first): 3 of the compounds above.
SMILES,TEAD-YAP block,GPR151 activ,MITF primary,FBW7 act
CC1=CC(C)(C)N2C(=O)C(=O)c3cc(OC(=O)c4ccccc4F)cc1c32,45.0*,-0.4,5.1,-0.3
CC(=O)Nc1ccc(S(=O)(=O)N2CCOCC2)cc1,12.1,0.0,4.0,0.2
COc1cnn(Cc2ccccc2)c(=O)c1Cl,-2.4,1.1,-0.9,-0.1

# Single values from the list.
# CC(=O)Nc1ccc(S(=O)(=O)N2CCOCC2)cc1 in MITF primary is listed with 4.0
# CC1=CC(=O)C=C(C)C1=NOC(=O)c1ccccc1I in MITF primary is listed with -0.2
# COc1cnn(Cc2ccccc2)c(=O)c1Cl in GPR151 activ is listed with 1.1
# COc1ccc(NC(=O)c2ccc(C(C)(C)C)cc2)cc1OC in FBW7 act is listed with 0.0
